# Compound activity deposited in PubChem by several laboratories.
# M17LAP inhibition: P. falciparum M17LAP inhibitors, primary screen, biochemical, fluorogenic H-Leu-NHMec substrate, 1536-well (AID 1619); recombinant M17LAP, H-Leu-NHMec fluorogenic kinetic assay; higher % means a stronger effect; one-dose inhibition, % at 30 µM; IC50 in µM for titrated hits; actives 0.38% (n = 220,000);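 active means compound inhibiting the enzyme by more than half at any dose during confirmatory dose-response retesting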;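 further: plate controls were full reaction with DMSO carrier for no effect and no enzyme background for full effect; strong numbers were not always called active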
# Autophagy HCS: modulators of autophagy; calls only at 10 µM (by protocol); actives 0.98% (n = 190,000); MEF GFP-LC3 puncta imaging; test concentration mostly 10 µM; AID 463193;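 active means percentage of spot-positive cells more than 3 SD above its plate mean, without a fluorescence outlier flag or 80% toxicity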;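 further: spot-positive cell cutoff set from DMSO-treated cells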
# M1AAP inhibition: P. falciparum M1AAP inhibitors, biochemical, fluorogenic H-Leu-NHMec substrate, 1536-well (AID 1445); recombinant M1AAP, H-Leu-NHMec fluorogenic kinetic assay; higher % means a stronger effect; inhibition, % at 30 µM, or IC50 in µM where a hit was titrated; actives 0.42% (n = 220,000);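 active means primary inhibition above the hit cutoff, then over 50% inhibition at one or more dose response concentrations, cut at about 23% in these data, passing the limit was not always enough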;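 further: plate controls were DMSO full reaction for no effect and no enzyme background for full effect; strong numbers were not always called active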
# MT stabilize HCS: stabilizes microtubules in HeLa cells; actives 0.83% (n = 200,000); AID 2205; HeLa tubulin immunostaining HCS, 24 h; share of cells brighter than vehicle mean+2SD; % tubulin-high responders, % at 10 µM;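 active means plate Z-score above 3 for both tubulin-high and condensed-nucleus cell shares, with cell loss under 80%, at 10 µM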;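 further: anti alpha tubulin signal scored within the nucleus-defined area of each cell; some results filed as inactive read as strong as hits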
# Dynein cargo inh: dynein cargo transport inhibition; 3617.4 mouse cells, GR-EGFP nuclear translocation imaging; test concentration mostly 20 µM; stimulated with dexamethasone, 1 µM; hits give low values; z-score, hits read low; actives 0.47% (n = 220,000);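 active means plate z-score of nuclear minus cytoplasmic receptor signal below a set negative limit, without overly bright fluorescence or cell loss, cut at about -3.5 in these data, passing the limit was not always enough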;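 further: z-score of nuclear minus cytoplasmic ring GR-EGFP intensity difference per well; some compounds called inactive have numbers as strong as hits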
#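 Also added: dexamethasone, 1.0 µM final. Medium: tet-free, stripped-serum medium. Detection: fixed, Hoechst-stained cells imaged at 10x for EGFP. Read-out: nuclear-to-cytoplasmic GR-EGFP distribution per well. Times: induction 48 h, compound 1 h, agonist 30 min.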
# b-catenin transl: beta-catenin nuclear translocation modulation. HeLa beta-catenin nuclear translocation, immunofluorescence imaging. actives 0.3% (n = 190,000). nuclear translocation activity, % at 5 µM. AID 1665;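 active means nuclear translocation activity above 50% at 5 µM, with a well cell count of 50 or more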;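 further: per-cell ratio of nuclear to cytoplasmic median beta-catenin stain intensity; plate controls were DMSO negative control for no effect and GSK-3 inhibitor IX positive control for full effect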
#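 assay system = human HeLa cells, endogenous beta-catenin | times = compound treatment 24 h, 37°C, 5% CO2 | detection = Anti-beta-catenin immunofluorescence on PFA-fixed, Triton-permeabilized cells, DAPI nuclei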
# WT yeast gro inh: growth inhibition of WT yeast, mitochondrial fusion screen; mitochondrial fusion phenotypic screen, WT strain; inhibition, % at 10 µM; actives 2.1% (n = 190,000); AID 1362; in the data active means inhibition above about 58%; tested in S. cerevisiae
# T cell HTS: T cell immune modulators affecting CD8 T cell-vesicle binding. AID 2052. actives 0.068% (n = 330,000). calls only at 7 µM. 2C CD8+ T cell-vesicle binding, flow cytometry; hits give low values;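 active means response, share of CD8 T cells binding vesicles, and their 90th percentile fluorescence all below set limits, cut at about 80% in these data, passing the limit was not always enough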
#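 incubation = binding step 1.5 h, 37 °C, antibody labelling 20 min, ice | test system = 2C mouse CD8+ T cells | read-out basis = percent CD8+ FL2 mean versus row control | controls = Peptide-free naked vesicles (low) and QL9 vesicles with 0.7% DMSO vehicle (high) | detection = flow cytometry of vesicle-bound cells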
# Yfh1-depleted yeast: enhancers of respiration in Yfh1-depleted yeast, dose response, Friedreich's ataxia, plus single-dose screen (AID 1465) | S. cerevisiae Yfh1-off respiration, WST-1 reduction, 72 h; higher fold induction means a stronger effect | one-dose fold induction at 50 µM; EC50 in µM for titrated hits | actives 0.074% (n = 220,000);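 active means fold induction of absorbance versus untreated yeast above a set limit, then at least 30% activation at any dose in follow-up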;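 further: activators that raise dye reduction in frataxin-depleted yeast; strong numbers were not always called active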
# WT yeast gro inh mutant strain: further read-out of WT yeast gro inh, marked with its call; inhibition, %; mitochondrial fusion phenotypic screen, mutant strain inhibition
# Dynein cargo inh cytoplasmic EGFP: recorded beside Dynein cargo inh, whose call it bears; z-score; measured here: cytoplasmic GR-EGFP intensity; hits give high values
# Dynein cargo inh nuclear GR-EGFP: recorded beside Dynein cargo inh, whose call it bears; z-score; measured here: nuclear GR-EGFP intensity;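 lower value marks the stronger effect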
# Dynein cargo inh cell count: also measured in Dynein cargo inh; calls as there; z-score; measured here: cell count per field
# b-catenin transl cell count 5 µM: also measured in b-catenin transl; calls as there; cell count; measured here: cell count, cytotoxicity flag
# T cell HTS vesicle-bound %: second read-out of T cell HTS, no call of its own (marks repeat the call); double positive events, %; measured here: CD8+ vesicle-bound cell fraction;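 binding gate set so that unloaded-vesicle control wells show 10% double positive cells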
# MT stabilize HCS Hoechst-high %: second read-out of MT stabilize HCS, no call of its own (marks repeat the call); % Hoechst-high responders; measured here: nuclear condensation Hoechst responders;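 share of cells brighter than vehicle mean plus two SD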
# MT stabilize HCS cytotoxicity %: further read-out of MT stabilize HCS, marked with its call; toxicity, %; measured here: cytotoxicity by cell density;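 0% = mean cell density of plate MIN control wells and 100% = no cells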
# Autophagy HCS cell loss 18 h: further read-out of Autophagy HCS, marked with its call; toxicity, %; measured here: cell loss, nuclei count;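 cell loss after 18 h compound exposure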
# * marks the source's active call; other numbers are inactive results; i = inactive; · = no result given; + = active, no number.
SMILES,M17LAP inhibition,Autophagy HCS,Autophagy HCS cell loss 18 h,M1AAP inhibition,MT stabilize HCS,MT stabilize HCS Hoechst-high %,MT stabilize HCS cytotoxicity %,Dynein cargo inh,Dynein cargo inh cytoplasmic EGFP,Dynein cargo inh nuclear GR-EGFP,Dynein cargo inh cell count,b-catenin transl,b-catenin transl cell count 5 µM,WT yeast gro inh,WT yeast gro inh mutant strain,T cell HTS,T cell HTS vesicle-bound %,Yfh1-depleted yeast
O=C(COC(=O)Cc1cccs1)Nc1ccc(F)c(F)c1F,6%,i,-39,2%,3.3,2.7,6.2,-0.21,-0.23,-0.32,0.17,-6.5,1187,-18,14,i,39,i
CC(C)CC1C(C#N)=C(N)OC2=C1C(=O)CC(c1ccccc1)C2 (stereo unspecified),3%,i,18,-4%,4.9,1.8,7.4,1.6,-0.14,0.7,-0.69,-4.6,1137,29,20,i,8,i
Cc1ccc2c(c1)c(N=NC(N)=O)c(O)n2C,-6%,i,-3,-6%,2.5,2.7,8.5,0.92,-0.23,0.9,-0.6,0.9,1411,-1,-20,i,54,i
CC(C)C(=O)N1CCN(c2ccc([N+](=O)[O-])cc2Cl)CC1,-7%,i,-2,13%,3.5,2.8,3.7,1.3,-0.17,1.2,-1.8,-5.0,529,-10,-7,i,9,i
O=C(CSc1n[nH]c(=O)[nH]c1=O)Nc1ccc(C(=O)O)cc1,9%,i,16,6%,1.7,3.3,9.3,0.93,-0.37,1.2,-0.49,-6.1,1122,15,11,i,25,i
CC(Cc1ccccc1)NC(=O)c1ccc([N+](=O)[O-])cc1 (stereo unspecified),8%,i,-9,6%,3.3,2.9,8.6,0.5,-0.24,0.39,-0.23,2.4,1199,3,1,i,47,i
O=C(COc1ccccc1)NCC1CCCO1 (stereo unspecified),-3%,i,6,-2%,1.7,2.1,4.2,-1.1,-0.15,-0.38,0.61,-1.2,939,-3,5,i,30,i
CC(C(=O)Nc1ccncc1)(c1ccccc1)c1ccccc1,-20%,i,-13,-3%,5.6,1.0,11,1.8,1.1,1.3,-1.2,-0.7,1473,-1,-12,i,59,i
COC(=O)c1c(C)oc(C)c1S(=O)(=O)NC(c1ccccc1)c1ccccc1,-9%,·,·,0%,·,·,·,-0.11,-0.25,0.55,-0.068,0.4,1324,·,·,i,16,i
COc1cc(C(C(=O)NCc2ccccc2)N(Cc2ccco2)C(=O)c2cnccn2)cc(OC)c1OC (stereo unspecified),8%,i,14,-9%,1.6,1.7,2.2,1.6,-0.14,0.64,-1.2,-2.9,1115,25,3,i,30,i
CCCN(C(=O)c1cc2c(s1)CCC2)c1c(N)n(Cc2ccccc2)c(=O)[nH]c1=O,7%,·,·,77µM*,·,·,·,0.11,-0.25,0.094,-0.18,1.2,1349,·,·,i,34,i
Nc1ccc(S(=O)(=O)c2ccc(N)cc2)cc1,0%,i,11,-6%,4.6,2.7,8.1,-0.049,-0.28,0.16,0.6,-0.7,568,-4,-19,i,33,i
COc1ccc(N2CCN(C(c3cc4cc(C)ccc4[nH]c3=O)c3nnnn3Cc3ccccc3)CC2)cc1 (stereo unspecified),5%,i,5,10%,1.5,1.0,13,-0.11,0.13,0.18,-0.082,·,·,6,10,i,23,i
O=C(CN(CC1CCCO1)C(=O)CCC(=O)Nc1ccccn1)NCc1ccccc1 (stereo unspecified),-1%,i,-7,2%,3.2,2.0,1.9,-0.76,-0.25,-0.87,0.15,-3.1,1179,-21,2,i,18,i
Cc1ccc(C(=O)Nc2ccon2)cc1S(=O)(=O)N1CCOCC1,1%,i,26,-2%,3.9,2.8,7.7,0.71,-0.14,0.38,1.6,-1.7,1217,-5,-14,i,7,i
COc1cccc(CN(C)CC(=O)Nc2cc3oc4ccccc4c3cc2OC)c1,-5%,i,13,2%,4.8,2.8,4.2,-0.42,-0.25,-0.23,1.5,-2.7,1289,25,14,i,42,i
COCCC(=O)Nc1ccc2c(c1)CN(C(=O)CCOC)CC2,-1%,i,-18,4%,·,·,·,-1.5,-0.28,-0.47,0.69,0.1,985,-16,-11,i,39,i
CC(C(=O)N1CCc2ccccc21)n1cccc1 (stereo unspecified),-2%,i,3,15%,1.1,1.4,16,-1.7,-0.42,-0.72,0.98,-1.7,1256,-2,-11,i,4,i
COc1ccc(/C(C)=N/N2C(=O)c3ccccc3NC2c2ccc(O)c(OC)c2)cc1 (stereo unspecified),9%,i,-5,9%,3.5,1.7,7.9,-0.46,-0.29,0.042,0.46,-3.7,1187,-1,12,i,64,·
COc1ccc(N2CCN(C3CC(=O)N(Cc4ccccc4)C3=O)CC2)cc1 (stereo unspecified),-9%,i,1,4%,5.5,3.1,5.8,0.73,-0.22,0.77,-0.59,-7.2,1126,-6,9,i,53,i
CCN(CC)CC(=O)Nc1c(C)cc(C(C)(C)C)cc1C,12%,i,-7,2%,5.5,3.8,5.7,-1.4,-0.23,-0.46,2.4,-5.3,916,3,5,i,49,i
Cc1ccc(S(=O)(=O)N2c3ccccc3OCC2c2ccccc2)cc1 (stereo unspecified),-8%,i,-2,1%,15,6.4,17,0.63,-0.22,-0.0028,-0.65,-2.2,1225,30,-11,i,16,i
Cc1noc(C)c1CSc1ccc2ccccc2n1,0%,i,0,4%,1.9,2.0,8.7,-1,-0.26,-0.26,0.53,0.3,1230,20,7,i,11,i
CC(C)COC(=O)NCC12C=CC(O1)C1C(=O)N(c3ccc(Cl)cc3)C(=O)C12 (stereo unspecified),16%,i,-9,8%,3.9,1.3,7.3,-0.17,-0.2,0.19,0.16,·,·,-6,-2,i,31,i
Cc1ccc(C)c2nc(SCC(=O)NCc3cccs3)c(C#N)cc12,-4%,i,13,-3%,3.0,1.5,6.4,-0.65,-0.17,-0.81,0.29,·,·,14,-17,i,16,i
Cn1cc(C(=O)N/N=C/C(Br)=C\c2ccccc2)ccc1=O,-6%,i,-1,0%,2.8,1.3,5.6,-0.37,0.015,-0.47,0.55,·,·,12,19,i,38,i
O=C(O)c1cccnc1Sc1ccc(Cl)cc1,-1%,+,2.7*,-4%,3.7,2.4,10,0.15,-0.28,-0.17,0.37,-5.1,1130,0,4,i,45,i
COC(C[C@H](O)[C@@H](C)[C@H](O)COCc1ccccc1)OC,5%,·,·,2%,·,·,·,-0.34,-0.81,-0.12,0.29,0.4,1316,·,·,·,·,i
CC(C)Sc1nc2c(c(=O)[nH]c(=O)n2C)n1CCc1ccccc1,-1%,i,18,3%,4.5,2.1,5.0,0.25,-0.24,0.56,0.41,-1.2,1134,-4,4,i,13,i
COc1ccccc1C(=O)Oc1cc(C)[nH]c(=O)c1[N+](=O)[O-],-7%,i,-11,-12%,2.8,3.1,2.5,3.4,0.4,2.2,-2.6,-0.4,1118,-6,-4,i,65,i
CC(C)C(c1nnnn1C1CCCC1)N1CCCc2ccccc21 (stereo unspecified),-1%,i,3,8%,3.3,0.4,19,0.11,-0.18,0.76,1.8,-3.6,1308,34,11,i,38,i
COc1cc(OC)c(OC)cc1/C=N/NC(=S)NCC1CCCO1 (stereo unspecified),20%,i,30,17%,2.0,1.4,7.1,0.38,0.61,0.73,-0.74,·,·,-1,6,i,41,i
CCCc1cc(=O)n2[nH]c(-c3ccccc3)cc2n1,1%,i,2,9%,3.7,1.1,0.8,0.16,-0.17,-0.59,0.75,-2.2,1144,-8,-6,i,51,i
COc1ccc(N(CC(=O)NN=C2CCCCCCC2)S(=O)(=O)c2ccccc2)cc1,-3%,i,-18,3%,2.0,1.6,5.7,1.4,-0.23,0.92,-0.34,-2.4,1127,-2,-24,i,34,i
O=C(Nc1ccc(COc2ccccc2)cc1)Oc1ccccc1N1CCOCC1,-2%,·,·,2%,·,·,·,1.3,-0.3,0.43,0.51,0.9,1031,·,·,i,52,i
O=C1CC(N2CCN(S(=O)(=O)c3ccc(Cl)cc3)CC2)C(=O)N1CCc1ccccc1 (stereo unspecified),-4%,i,6,3%,1.7,2.5,4.1,0.51,-0.3,0.49,0.88,-1.8,1207,12,6,i,8,i
CCOc1cccc2sc(=NC(=O)c3ccc(S(=O)(=O)N4CCOCC4)cc3)n(C)c12,-8%,i,-2,8%,7.1,2.4,0.1,0.11,-0.2,0.0086,0.14,1.5,1375,26,10,i,19,i
O=C(NCCN1CCCCCC1)C1CCN(S(=O)(=O)N2CCOCC2)CC1,13%,i,27,8%,5.2,2.2,6.2,-0.4,-0.21,0.01,0.35,-0.6,1015,16,24,i,15,i
